# Assay outcomes as filed in PubChem BioAssay.
# Mdm2-MdmX inh = inhibitors of human Mdm2-MdmX association, primary screen, cell-based, luminescence, split luciferase, SaOS-2, uHTS. Protein Mdm4 (Homo sapiens) + E3 ubiquitin-protein ligase Mdm2 (Homo sapiens), …. SaOS-2 split-luciferase Mdm2/MdmX complementation. inhibition, % at 8 µM. 3% of 330,000 active. AID 485346, 2010;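 active = inhibition of at least 50% at 8 µM in the primary screen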
# EBI2 block = EBI2 receptor antagonists, beta-arrestin recruitment, primary screen, cell-based, luminescence, 7a,25-OHC stimulation, uHTS; G-protein coupled receptor 183 (Homo sapiens), P32249; 7a,25-OHC stimulated; inhibition, % at 5 µM; 0.81% of 360,000 active; AID 651636, 2012; in the data active = inhibition above about 38%;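 note: enzyme fragment complementation signal reports receptor beta-arrestin coupling in cells; 0% = agonist plus DMSO wells and 100% = wells without agonist; some results beyond the cut were filed as inactive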
# Target sequence (P32249 whole entry, looked up, the tested form may be a part): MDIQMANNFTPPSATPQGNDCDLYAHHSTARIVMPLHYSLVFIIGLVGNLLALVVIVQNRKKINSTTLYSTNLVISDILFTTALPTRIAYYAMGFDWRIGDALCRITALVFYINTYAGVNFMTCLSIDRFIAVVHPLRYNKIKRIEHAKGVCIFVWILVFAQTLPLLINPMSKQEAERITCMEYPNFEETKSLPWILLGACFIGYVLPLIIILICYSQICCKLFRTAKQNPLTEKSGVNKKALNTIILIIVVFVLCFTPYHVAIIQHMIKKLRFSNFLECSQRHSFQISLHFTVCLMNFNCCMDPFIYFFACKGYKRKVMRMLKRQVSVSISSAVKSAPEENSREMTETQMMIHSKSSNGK
# CXCR6 block = CXCR6 receptor inhibitors, primary screen, cell-based, beta-arrestin, luminescence, CHO-K1 PathHunter, 1536-well; inhibition, % at 20 µM; 0.36% of 360,000 active; AID 602244, 2012; in the data active = inhibition above about 34%, passing the limit was not always enough;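 note: antagonist mode with CXCL16 agonist at 10 nM final; 0% = 10 nM CXCL16 with DMSO and 100% = unstimulated wells without agonist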
# Target sequence (O00574 whole entry, looked up): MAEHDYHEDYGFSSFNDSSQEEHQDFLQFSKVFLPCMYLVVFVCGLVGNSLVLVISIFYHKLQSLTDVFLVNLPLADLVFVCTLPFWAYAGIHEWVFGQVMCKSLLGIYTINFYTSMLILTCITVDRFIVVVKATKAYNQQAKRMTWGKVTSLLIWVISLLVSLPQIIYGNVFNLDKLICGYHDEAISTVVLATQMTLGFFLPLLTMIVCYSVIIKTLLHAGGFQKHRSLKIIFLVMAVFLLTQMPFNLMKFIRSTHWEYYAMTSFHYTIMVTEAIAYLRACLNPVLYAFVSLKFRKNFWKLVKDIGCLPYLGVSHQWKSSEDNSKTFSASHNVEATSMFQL
# CCR6 antagonist = CCR6 receptor antagonists, primary screen, cell-based, CHO-K1, luminescence, beta-arrestin, uHTS; C-C chemokine receptor type 6 (Homo sapiens), P51684; CHO-K1 CCR6 PathHunter beta-arrestin, CCL20-stimulated; inhibition, % at 20 µM; 0.49% of 340,000 active; AID 493098, 2011;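 active = compounds whose inhibition of the agonist-driven luminescence signal at 20 µM reaches about 50%, limit read from the data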;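 note: cells stimulated with CCL20 at 14 nM final; plate controls were DMSO with CCL20 for no effect and DMSO without agonist for full effect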
# Target sequence (P51684 whole entry, looked up): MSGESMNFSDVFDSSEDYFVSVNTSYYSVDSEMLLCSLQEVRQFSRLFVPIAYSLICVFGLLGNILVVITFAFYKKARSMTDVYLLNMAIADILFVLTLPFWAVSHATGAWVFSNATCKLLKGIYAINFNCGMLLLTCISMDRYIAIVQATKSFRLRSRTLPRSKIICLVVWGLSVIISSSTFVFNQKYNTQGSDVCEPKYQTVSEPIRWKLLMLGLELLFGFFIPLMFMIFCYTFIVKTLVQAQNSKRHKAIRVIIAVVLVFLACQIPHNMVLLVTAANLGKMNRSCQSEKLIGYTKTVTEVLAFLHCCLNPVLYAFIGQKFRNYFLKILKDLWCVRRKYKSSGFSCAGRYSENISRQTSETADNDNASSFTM
# Jurkat NFkB inh = inhibitors of induced NF-kB luciferase reporter, primary screen, TCR NF-kB activation inhibitor project, cell-based, luminescence, uHTS; Jurkat, PMA/ionomycin-induced NF-kB luciferase reporter; inhibition, % at 4 µM; 0.53% of 330,000 active; AID 435003, 2010; in the data active = inhibition above about 50%
# UPR CHOP act = activators of apoptotic CHOP UPR arm, primary screen, cell-based, CHO-CHOP luciferase reporter, luminescence, uHTS | activation, % at 10 µM | UPR activation; percent of tunicamycin response over DMSO baseline | 0.34% of 330,000 active;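 active = at 10 µM dose, activation of 40% or more, normalized to positive control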;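 note: 100% = tunicamycin at 10 µg/mL and 0% = DMSO alone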
#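 System: CHO-CHOP luciferase reporter cell line | Buffer or medium: F12 medium containing 10% fetal bovine serum | Doses: One dose, 10 µM in 0.5% DMSO | Times: 6 h compound exposure at 37 °C after overnight seeding | Signal: Luciferase luminescence | Read-out: % activation vs tunicamycin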
# 697 NFkB inh = inhibitors of PMA/ionomycin-induced NF-kB reporter, 697 cells, primary screen, B-cell NF-kB inhibitor project, cell-based, luminescence, uHTS; 697 B-cell NF-kB luciferase reporter, 16 h; inhibition, % at 4 µM; 0.33% of 330,000 active; in the data active = inhibition above about 35%
# Gli-Sufu antag = Gli-Sufu pathway antagonists, primary screen, luciferase luminescence, Sufu-KO-LIGHT cells, uHTS. Sufu-KO-LIGHT fibroblasts, Gli luciferase reporter luminescence. inhibition, % at 5 µM. 0.74% of 340,000 active. AID 588413, 2011;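 active = inhibition above about 55%, limit read from the data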;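 note: 0% = DMSO-treated cells and 100% = wells with medium but no cells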
# XBP1 UPR activ = activators of adaptive XBP1 UPR arm, primary screen, cell-based, CHO-XBP1 luciferase reporter, luminescence, uHTS | IRE1-XBP1 UPR activation; percent of tunicamycin response, DMSO as zero | AID 463104, 2010 | activation, % at 20 µM | 0.33% of 330,000 active;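 active = versus positive control, 20 µM dose yields 30% or more activation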;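 note: 100% = tunicamycin at 10 µg/mL and 0% = DMSO only wells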
#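 assay system = CHO-XBP1 luciferase reporter cells | amount = 1000 cells/well | buffer or medium = F12 plus 10% FBS | compound dosing = single point, 20 µM final compound, 1% DMSO | incubation = 16-18 h cell attachment at 37 °C, then 6 h compound exposure | detection = Steady-Glo luminescence read | controls = tunicamycin 10 µg/mL and vehicle-only wells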
# The depositor's hits bear a star; . = not tested or not shown.
SMILES,Mdm2-MdmX inh,EBI2 block,CXCR6 block,CCR6 antagonist,Jurkat NFkB inh,UPR CHOP act,697 NFkB inh,Gli-Sufu antag,XBP1 UPR activ
Cc1nc(SCC(=O)Nc2cc(Cl)ccc2[N+](=O)[O-])nc(C)c1C,7,-14,-15,5,-10,1.2,16,-4,0
COc1ccc(NC(=O)NC23CC4CC(CC(C4)C2)C3)cc1OC,19,-6,3,19,-16,0.1,1,-9,-2
CN1CCN(S(=O)(=O)c2ccc(N(C)Cc3ccc(OC(F)F)cc3)c([N+](=O)[O-])c2)CC1,19,5,5,28,-2,-0.3,-21,16,-3
CC1CN(C(=O)CCC(=O)NCc2ccc(F)cc2)c2ccccc2S1 (configuration not stated),12,-4,-2,3,-8,0.1,-18,3,-1
COc1ccc(N2CCN(CNC(=O)c3ccccc3)CC2)cc1,2,5,0,-9,4,1.9,-2,-4,-4
CN(C(=O)c1ccc2c(c1)OCO2)C1(C(=O)NC2CCCCC2)CCCCC1,-43,-4,0,-7,4,-2.7,-31,1,-3
CC1(C)CCC[C@]2(C)[C@H]3CC(=O)O[C@]3(C)CC[C@@H]12,-6,-8,3,-5,-8,-1.0,-2,3,-5
O=C(CSc1ccccc1)Nc1ccc(S(=O)(=O)Nc2ncccn2)cc1,23,-4,-4,3,15,2.4,1,-3,3
COc1ccc(NC(=S)N(CCN2CCOCC2)C2CCN(C(C)=O)CC2)cc1Cl,9,-1,-4,-4,18,-2.8,12,13,-3
COc1cc(C2NC(=S)NC(c3ccccc3)=C2C(C)=O)cc(Br)c1OCC(N)=O (configuration not stated),-11,-8,2,10,7,-2.6,9,1,-2
COc1ccc(NC(=O)CSc2nnc(N)s2)cc1,-7,12,7,3,5,-0.9,3,9,3
COc1ccc(NC(=O)CN2C(=O)COc3ccc(S(=O)(=O)N4CCCCC4)cc32)cc1OC,-5,-3,0,6,0,1.2,-7,-10,-4
Cc1cc(C)c2nc(C)cc(Nc3ccc(C(=O)N4CCOCC4)cc3)c2c1,-26,-9,3,-3,-3,0.3,-7,-5,-3
CC(Sc1nnc2c(n1)C1CCC2(C)C1(C)C)C(=O)Nc1ccccc1 (configuration not stated),18,-10,0,12,10,3.7,18,5,1
CCCCN(C)CCCNC(=O)/C=C1\Sc2ccccc2NC1=O,32,-11,4,3,15,1.8,13,13,-1

# Ordered by the number under Jurkat NFkB inh (high to low): 3 from the list above.
SMILES	Jurkat NFkB inh
CN(C(=O)c1ccc2c(c1)OCO2)C1(C(=O)NC2CCCCC2)CCCCC1	4
CN1CCN(S(=O)(=O)c2ccc(N(C)Cc3ccc(OC(F)F)cc3)c([N+](=O)[O-])c2)CC1	-2
COc1ccc(NC(=O)NC23CC4CC(CC(C4)C2)C3)cc1OC	-16

# (further entries)
SMILES,Mdm2-MdmX inh,EBI2 block,CXCR6 block,CCR6 antagonist,Jurkat NFkB inh,UPR CHOP act,697 NFkB inh,Gli-Sufu antag,XBP1 UPR activ
COc1ccccc1CNC(=O)C1CCN(S(=O)(=O)c2ccc3c(c2)CC(C)N3C(=O)C2CC2)CC1 (configuration not stated),8,8,-13,5,21,-0.4,17,-2,-2
Cn1nnnc1SCC(=O)N1c2ccccc2Sc2ccc(Cl)cc21,-11,7,1,8,-12,0.4,-30,3,-3
Cc1cc2nsnc2c(S(=O)(=O)N2CCN(C)CC2)c1C,10,3,2,0,5,1.5,-8,17,6
O=C(CSCC(=O)NCc1ccco1)NCc1ccco1,-10,-11,7,-24,7,-1.9,6,1,1
Cc1cnc(=O)[nH]c1SCc1cccc(C(F)(F)F)c1,5,-1,3,12,4,-1.9,5,-4,-5
COc1ccc(NC(=O)Cc2nnc(SCC(=O)NC3=NCCS3)n2C)cc1,-10,-4,1,-12,0,0.9,11,3,2
O=C(NCC1CCCO1)c1ccc(Cl)c(S(=O)(=O)N2CCOCC2)c1 (configuration not stated),-2,-12,2,3,-16,1.3,14,-13,-4
O=C(O)CCC(=O)N1N=C(c2c(-c3ccccc3)c3cc(Cl)ccc3[nH]c2=O)CC1c1ccco1 (configuration not stated),4,6,4,12,-1,-2.0,5,0,-2
CCCn1c(SCc2nc3ccccc3s2)n[nH]c1=O,-74,-3,4,3,-102,2.3,-103,-17,4
Cc1cc(C)cc(C(=O)NC(CC(N)=O)c2ccc(N3CCC(Br)CC3)c([N+](=O)[O-])c2)c1 (configuration not stated),30,6,-1,9,21,-0.2,1,.,-1
CC(C)(C)c1ccc(C(=O)CC(Sc2ccc(Cl)cc2)C(=O)O)cc1 (configuration not stated),7,26,-9,9,1,3.5,14,-7,-1
COc1cc(/C=C2\SC(=O)N(CCNC(=O)c3sc4cc(F)ccc4c3Cl)C2=O)cc(OC)c1OC,54*,-7,0,-2,12,-0.2,21,34,-2
COc1ccc(/C=C/C(=O)NCCNC(=O)c2ccccc2)cc1OC,15,-5,-1,-4,1,-0.5,-1,6,-2
Cc1nc2ccc(C(=O)N3CCN(c4ccccn4)CC3)cc2s1,-23,21,-1,6,-6,-0.9,-63,-21,-1
COc1cc(/C=N/NC(=O)Cc2nnc(NC(=O)c3ccccc3)s2)ccc1O,17,0,-1,13,5,-0.4,-8,-13,2
CCCC(=O)Nc1ccccc1NC(=O)c1ccc(OCC)cc1,7,-10,0,0,7,-3.0,8,-9,2
CC(NS(=O)(=O)c1ccc(NC(=O)N2CCCCC2)cc1)c1ccccc1 (configuration not stated),6,2,-10,-13,6,-0.4,-4,0,-2
Cc1ccccc1NC(=O)N1C2CCCC1CC(NC(=O)C1CC1)C2 (configuration not stated),7,-4,-5,10,9,0.5,1,0,1
N#Cc1c([N+](=O)[O-])cc([N+](=O)[O-])cc1S(=O)(=O)Cc1ccccc1,98*,6,95*,106*,4,-9.9,-21,1,-9
CCOC(=O)CC(=O)Nc1c(C)cc(C)cc1C,11,-3,0,-1,-8,-1.0,8,0,0
CCC1CC(CSc2ncn[nH]2)OC1=O (configuration not stated),17,-1,-8,1,3,1.6,-7,3,-1
Cc1ccc(N/N=C/c2ccncc2)cc1,-26,3,-10,25,-31,5.9,-22,-58,0
Cn1c(N2CCCC2)nc2c1c(=O)n(Cc1cccc(F)c1)c(=O)n2C,-9,7,6,-9,-5,-1.8,-21,1,0
O=C(Nc1ccc(-c2cn3ccsc3n2)cc1)c1ccc(F)c(S(=O)(=O)N2CCOCC2)c1,39,-32,-6,-8,29,6.2,-51,11,-2
COc1ccc(CCn2c(C)cc(C(=O)COC(=O)c3cnc(C)cn3)c2C)cc1,15,2,10,13,21,2.4,16,-16,0
Cc1ccc(-n2c(SCC(=O)Nc3ccc4c(c3)OCO4)nnc2-c2ccoc2C)cc1,7,15,10,24,4,5.8,-20,5,-1
Cc1cccc(-c2ccc3ncnc(NCc4cccs4)c3c2)c1,22,3,-9,-2,4,1.5,-26,7,1
COc1cc(C(=O)NCCCc2nc3ccccc3n2Cc2cc(C)ccc2C)cc(OC)c1OC,13,1,6,6,10,0.2,-24,-2,-5
Cc1[nH]n(-c2ccccc2)c(=O)c1C(=O)c1ccc(Cl)cc1,19,-5,10,21,-6,1.9,9,9,-2
Cn1c(CNC(=O)Nc2ccccc2Cl)nnc1SCc1ccccc1,9,4,2,10,7,0.6,-4,.,2
Cc1ccc(NC(=O)CSCC(=O)N2CCN(c3cccc(C(F)(F)F)c3)CC2)cc1,15,-4,-5,12,15,0.1,9,5,-2
O=C(COc1ccccc1)N(Cc1nnc(-c2ccccc2Cl)o1)C1CC1,-3,2,-7,1,-14,-2.2,1,-7,-1
COc1cc(CNC(=O)CCCC(=O)c2ccccc2)cc(OC)c1OC,-1,0,-4,14,8,2.3,3,5,-5
O=C(COC(=O)C1CCC1)Nc1ccc(Oc2ccccc2)cc1,-11,-8,2,10,-1,-0.9,2,4,3
CS(=O)(=O)N(CC(=O)NCc1ccco1)c1ccc(Cl)cc1Cl,-7,0,-4,18,11,0.3,9,-2,-2
O=C(CC(=O)N/N=C/c1c(F)cccc1Cl)NCc1ccccc1,-4,.,.,9,2,-0.7,2,8,-1
O=C(Cn1cnc2ccccc2c1=O)NNC(=O)c1ccccc1F,10,-3,3,-1,-4,-0.2,2,2,-1
CC1(C)NC(=O)N(CC(O)COc2cccc(F)c2)C1=O (configuration not stated),12,-8,-1,12,5,-0.6,13,0,-1
N#CCC(=O)Nc1ccc(C(=O)OCC(=O)Nc2ccccc2-c2ccccc2)cc1,23,7,-4,15,16,-0.2,5,-6,2
O=C(c1ccccc1Sc1ccc([N+](=O)[O-])cc1)N1CCCCC1,13,5,4,11,2,-0.9,5,2,0
NC(=O)C1CN(C(=O)c2cccc(S(=O)(=O)N3CCc4ccccc43)c2)c2ccccc2O1 (configuration not stated),21,6,-4,16,-4,-0.7,16,4,-4
O=C(N/N=C/C=C/c1ccccc1)c1n[nH]c2c1CCC2,63*,4,5,0,36,3.4,-24,13,20
Cc1cc2ccccc2nc1SCC(=O)NC1CCCCC1,18,4,9,12,22,0.0,15,-8,-2
COc1cc(C)ccc1OCCCON1C(=O)CCC1=O,10,-13,5,19,0,2.9,7,-27,3
COCCn1c(SCC(=O)c2c(N)n(C)c(=O)n(C)c2=O)nc2ccccc21,-4,1,-1,3,-6,2.9,15,.,3
CCOC(=O)c1ccc(N2C(=O)c3n[nH]c(C)c3C2c2ccco2)cc1 (configuration not stated),28,10,6,-9,-5,-0.3,11,4,-1
Cn1nc(-c2ccccc2)c(C(=O)NCC(=O)O)c1Cl,-15,-9,-2,-12,-6,3.1,16,-3,-2
Cc1ccc(C(=O)N2CCN(C(=O)N3CCOCC3)CC2)cc1,-11,-8,-2,-15,12,0.7,14,5,-2
C=CCn1ccc(O)c(Cc2ccc(Cl)cc2)c1=O,4,-5,0,-2,-7,0.6,10,10,0
OC(CN1CCOCC1)Cn1c(-c2cccc(Cl)c2)nc2ccccc21 (configuration not stated),0,-14,4,1,5,-0.3,16,3,-2
COC(=O)c1c(C)[nH]c(C(=O)COc2ccc3ccc(=O)oc3c2)c1C,11,5,-2,2,-10,-1.8,11,8,0
Cc1ccc(-c2cc(C(=O)N3CCCCC3)c3ccccc3n2)cc1C,15,1,-4,1,-23,2.0,-30,-13,-1
Cc1c(Cl)ccc(S(=O)(=O)NCCCn2ccnc2)c1Cl,26,-1,-6,11,1,0.4,-20,6,-3
O=C(O)CCc1ccc(S(=O)(=O)NCCc2ccccc2)cc1,-24,-2,3,-1,-9,0.5,5,0,2
CCO[C@H]1OC(C(=O)NCc2ccccc2)=C[C@@H](c2ccc(Br)cc2)[C@@H]1CCCO,35,16,3,14,-3,-1.4,3,3,-5
